Source: PubChem (National Center for Advancing Translational Sciences (NCATS))
IL-2 act = qHTS of IL-2 Activators. IL-2 activation reporter assay, cell-based qHTS; stimulated with anti-CD3/CD4/CD28 beads; in transgenic mouse T cells. activation, % (series mostly up to about 46 µM). 0.065% of 360,000 active. AID 652025, 2013; in the data active = activation above about 50%; inconclusive = mostly about 30% to 49%; also: 0% is about no effect
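Readout is EGFP and DsRed signal by fluorescent plate cytometry after 18 h at 37 degrees C. Transgenic mouse T cells (750/well) received compound for 60 min before bead stimulation (anti-CD3, anti-CD4, anti-CD28); memory T cells served as non-tolerant control.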
GLP-1R inv ag = qHTS of GLP-1 Receptor Inverse Agonists (Inhibition Mode). HEK293 GLP-1R CRE-luciferase, luminescence, 24 h; GLP-1R form is constitutively active. Potency, µM (series often up to 38.3 µM), for inactives: at the highest dose activity change, negative = inhibition, hits mostly inhibitors. 1.6% of 410,000 active; also: potency is read from the fitted curve at half-maximal effect; % is scaled to controls: 0 for no effect and ±100 for the full control effect; nearly all actives have a fitted effect of over 55% in size
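Inverse agonists were sought by their lowering of basal cAMP reporter luciferase output in HEK293 cells stably carrying constitutively active human GLP-1R, after 24 h compound treatment.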
D3 antag = qHTS of D3 Dopamine Receptor Antagonist: qHTS | max response, negative = inhibition, % | D(3) dopamine receptor (Homo sapiens), P35462 | D3R cells, DiscoveRx beta-arrestin luminescence, antagonist mode; active compounds read low | 2.5% of 360,000 active | AID 652054, 2013; in the data active = max response below about -50%; inconclusive = no clear call, values can overlap the other calls; also: % is scaled to controls: 0 for no effect and ±100 for the full control effect; mostly tested at two doses, the higher about 12 µM
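Cells expressing the human receptor were seeded at 1500 cells/well, incubated overnight at 37 degrees C in 5% CO2, then exposed to library compounds with dopamine controls for 90 minutes at 37 degrees C before luminescent detection.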
WRN inhibitor = qHTS for Inhibitors of WRN Helicase | Bifunctional 3'-5' exonuclease/ATP-dependent helicase WRN (Homo sapiens), Q14191 | WRN helicase unwinding, fluorescent forked duplex, kinetic | Potency, µM (doses to about 114 µM), for the others: at the top dose activity change, negative = inhibition, usual class: inhibitors | 0.46% of 360,000 active; also: potency is read from the fitted curve at half-maximal effect; % is scaled to controls: 0 for no effect and ±100 for the full control effect; nearly all actives have a fitted effect of over 55% in size
Target sequence (Q14191 whole entry, looked up): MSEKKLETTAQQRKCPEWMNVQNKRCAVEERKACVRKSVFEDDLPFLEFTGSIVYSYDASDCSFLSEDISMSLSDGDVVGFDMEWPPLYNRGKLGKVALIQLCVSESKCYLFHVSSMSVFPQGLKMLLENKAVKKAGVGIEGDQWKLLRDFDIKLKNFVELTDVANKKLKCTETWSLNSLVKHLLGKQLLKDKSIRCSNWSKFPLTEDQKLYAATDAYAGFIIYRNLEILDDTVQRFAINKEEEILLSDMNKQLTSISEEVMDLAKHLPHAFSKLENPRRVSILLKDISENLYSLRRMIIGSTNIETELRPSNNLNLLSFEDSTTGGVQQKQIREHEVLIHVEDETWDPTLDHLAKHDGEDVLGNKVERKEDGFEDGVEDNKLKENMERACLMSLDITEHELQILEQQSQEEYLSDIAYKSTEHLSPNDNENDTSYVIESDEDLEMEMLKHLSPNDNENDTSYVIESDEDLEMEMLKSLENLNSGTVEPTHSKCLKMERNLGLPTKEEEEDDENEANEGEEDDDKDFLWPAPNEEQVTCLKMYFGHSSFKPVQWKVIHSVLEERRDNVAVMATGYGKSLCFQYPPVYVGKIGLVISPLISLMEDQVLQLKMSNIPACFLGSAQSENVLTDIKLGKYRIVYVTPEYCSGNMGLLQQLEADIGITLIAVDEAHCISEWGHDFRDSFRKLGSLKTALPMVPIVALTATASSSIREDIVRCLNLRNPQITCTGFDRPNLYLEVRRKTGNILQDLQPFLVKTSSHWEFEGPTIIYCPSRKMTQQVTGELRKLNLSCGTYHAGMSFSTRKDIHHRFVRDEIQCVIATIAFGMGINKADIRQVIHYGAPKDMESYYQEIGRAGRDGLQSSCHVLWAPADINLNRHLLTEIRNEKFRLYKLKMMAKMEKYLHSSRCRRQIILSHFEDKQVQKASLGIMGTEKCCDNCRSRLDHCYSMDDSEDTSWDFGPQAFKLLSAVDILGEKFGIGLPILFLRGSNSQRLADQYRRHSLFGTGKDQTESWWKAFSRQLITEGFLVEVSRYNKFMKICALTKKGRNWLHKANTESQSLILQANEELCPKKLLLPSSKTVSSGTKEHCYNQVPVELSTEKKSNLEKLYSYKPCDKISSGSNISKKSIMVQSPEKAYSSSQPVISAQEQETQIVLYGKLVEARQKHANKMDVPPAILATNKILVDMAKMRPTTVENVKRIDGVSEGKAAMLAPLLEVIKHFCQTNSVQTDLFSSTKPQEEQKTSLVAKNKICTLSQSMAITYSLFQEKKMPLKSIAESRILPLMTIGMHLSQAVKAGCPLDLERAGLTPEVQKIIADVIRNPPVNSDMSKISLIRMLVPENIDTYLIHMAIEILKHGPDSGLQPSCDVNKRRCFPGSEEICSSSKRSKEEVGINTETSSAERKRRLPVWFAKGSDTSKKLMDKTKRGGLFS
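Kinetic fluorescence helicase assay: unwinding of a quenched forked DNA duplex (100 nM final) with 2 mM ATP final raises red fluorescence (525/598 nm). Compounds sat 15 min at room temperature with 20 nM WRN beforehand.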
PI5P4K alpha inh = qHTS for Inhibitors of phosphatidylinositol 5-phosphate 4-kinase (PI5P4K); Phosphatidylinositol 5-phosphate 4-kinase type-2 alpha (Homo sapiens), P48426; PI5P4Kalpha enzyme, ADP-Glo luminescence, 60 min; active compounds read low; max response, %; 1.2% of 330,000 active; AID 652105, 2013; active = max response of -50% or lower; inconclusive = between -30% and -50%; inactive = -30% or higher; also: value at the top dose of about 77 µM; % is scaled to controls: 0 for no effect and ±100 for the full control effect
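Quantitative HTS of the MLSMR library against PI5P4Kalpha with substrate. ATP added last at 5 microM final; room temperature, 60 minutes. Remaining ATP depleted, ADP converted and read as luminescence.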
GLP-1R agonist = qHTS of GLP-1 Receptor Agonists; Potency, µM (series often up to 45.6 µM), for the others: top-dose activation, hits mostly activators; 0.007% of 380,000 active; Glucagon-like peptide 1 receptor (Homo sapiens), P43220; HEK293 GLP-1R CRE-luciferase, luminescence, 4-6 h; cells express a hypersensitive GLP-1R form; also: potency is read from the fitted curve at half-maximal effect; % of control where 0% means no effect
PLK1 PBD inh = qHTS for Inhibitors of PLK1-PDB (polo-like kinase 1 - polo-box domain): Primary Screen; Plk1 PBD binding of FITC phosphopeptide, fluorescence polarization; Potency, µM, without a hit: max response, negative = inhibition, hits mostly inhibitors; AID 720504, 2013; 2.8% of 360,000 active; Serine/threonine-protein kinase PLK1 (Homo sapiens), P53350; also: potency is read from the fitted curve at half-maximal effect; series mostly up to about 57 µM; % is scaled to controls: 0 for no effect and ±100 for the full control effect; nearly all actives have a fitted effect of over 65% in size
DRD3 agonist = qHTS of D3 Dopamine Receptor Agonist: qHTS. 0.58% of 410,000 active. max activation, %. D3R DiscoveRx beta-arrestin cells, luminescence, 90 min; in the data active = max activation above about 30%; also: 0% is about no effect; mostly tested at two doses, the higher about 12 µM
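Agonist mode: compounds and dopamine controls were applied to plated cells for 90 min at 37 degrees C after an overnight attachment at 1500 cells/well. Luminescent read-out followed 30 - 60 minutes at room temperature with DiscoveRx detection reagent.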
HEK293 tox = qHTS of GLP-1 Receptor Inverse Agonists: Cytotox Screen. HEK293 cAMP-luciferase reporter cells, luminescence, 24 h. 0.13% of 410,000 active. Potency, µM (top dose mostly 38.3 µM), for inactives: at the top dose activity change, negative = inhibition, most hits filed as inhibitors;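 also: loss of luciferase light is scored as toxicity; potency is read from the fitted curve at half-maximal effect; % is scaled to controls: 0 for no effect and ±100 for the full control effect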
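Step one: seed cells (200 cells/uL, DMEM with 10% Nu serum, 1% pen-strep). Step two: 12-hour incubation at 37 deg C. Step three: pin 23 nL compound, incubate 24 hr. Step four: add luciferase reagent, read luminescence 12 min later.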
Active calls of the source: *; ? = inconclusive; nt = no result given; [ ] = remark or other dose. Unless noted, calls follow the shape of the dose curve; as a rule, active = well fitted curve in the direction sought with a large enough effect; inconclusive = small, poorly fitted or top-dose-only effect, or another doubt; inactive = no such curve, though single readings can be large; an effect the other way counts as inactive or inconclusive.

SMILES | IL-2 act | GLP-1R inv ag | D3 antag | WRN inhibitor | PI5P4K alpha inh | GLP-1R agonist | PLK1 PBD inh | DRD3 agonist | HEK293 tox
CCCC(=O)NC(=S)Nc1ccc(NC(=O)c2cccs2)cc1 | -2.9 | -2% | 13 | 9% | 0 | 3% | -7% | 1 | -18%
CN1CCN(NC(=O)Nc2cc(Cl)cc(Cl)c2)CC1 | -1.9 | ? | -5 | 1% | 18 | 1% | -5% | -4 | -1%
O=C(OCc1nnc(-c2cccs2)o1)C1=NN(c2ccccc2)C(=O)CC1 | 0.1 | 11% | 38 | 1% | -12 | -4% | 0% | 1 | -16%
COC(=O)Nc1ccc(S(=O)(=O)NC2CCCCC2)cc1 | -4.0 | -4% | 2 | 10% | 4 | -1% | 1% | -3 | -6%
CN(C)c1nc2c(c(=O)[nH]c(=O)n2C)n1Cc1ccc(F)cc1 | 1.6 | 14% | 6 | 1% | -10 | -6% | -2% | -6 | -1%
Cc1ccc(C(=O)CCC(=O)OCC(=O)Nc2cc(S(=O)(=O)N(C)C)ccc2C)cc1 | -1.2 | -5% | 24 | -1% | 0 | -1% | -10% | 1 | -6%
COc1cc2c(cc1OC)C1C(C(=O)Nc3ccccc3N3CCN(C)CC3)c3ccccc3C(=O)N1CC2 (stereo not given) | 1.1 | -9% | -21 | 5% | 4 | -1% | -2% | -9 | 2%
COc1ccc(NC(=O)c2cc(C)no2)cc1Cl | 0.0 | 2% | -19 | -11% | -2 | 9% | -5% | -9 | -8%
Cc1ccc2[nH]c3c(c2c1)CN(C(=O)CN1CCN(c2cccc(C)c2C)CC1)CC3 | -2.8 | ? | 0 | ? | 11 | -23% | -18% | 6 | 35%[activator]
O=C(OCc1nnc(-c2ccccc2)o1)c1ccc([N+](=O)[O-])s1 | -0.5 | 16% | -15 | 31% | 1 | -4% | -18% | 1 | 5%
Cc1ccc(N(C(=O)Cn2nnc(-c3cccs3)n2)C(C(=O)NC2CCCC2)c2ccncc2)cc1 (stereo not given) | -1.8 | ? | -19 | -13% | nt | 2% | -2% | -8 | 7%
CCOc1nc(CC(C)C)c2c(c1C#N)CC(C)(C)OC2 | -0.7 | ? | -12 | -7% | 15 | 12% | 1% | 2 | 2%
Cc1cc(C)c(S(=O)(=O)Nc2ccccc2C(=O)N2CCOCC2)c(C)c1 | -1.0 | ? | -2 | 9% | -5 | 4% | -1% | -1 | 0%
COc1ccccc1NC(=O)CCCCCN1C(=O)c2cccc([N+](=O)[O-])c2C1=O | 0.9 | 7% | -17 | 6% | -1 | 2% | -15% | 5 | 8%
COc1cc(C(CCN2CCOCC2)c2c(OC)cc(OC)c3c(-c4ccccc4)cc(=O)oc23)cc(OC)c1OC (stereo not given) | -0.6 | ? | -10 | -11% | -6 | 26% | 3% | -3 | -11%

Quoted from above (3 entries):
SMILES | IL-2 act | GLP-1R inv ag | D3 antag | WRN inhibitor | PI5P4K alpha inh | GLP-1R agonist | PLK1 PBD inh | DRD3 agonist | HEK293 tox
CCCC(=O)NC(=S)Nc1ccc(NC(=O)c2cccs2)cc1 | -2.9 | -2% | 13 | 9% | 0 | 3% | -7% | 1 | -18%
CN1CCN(NC(=O)Nc2cc(Cl)cc(Cl)c2)CC1 | -1.9 | ? | -5 | 1% | 18 | 1% | -5% | -4 | -1%
O=C(OCc1nnc(-c2cccs2)o1)C1=NN(c2ccccc2)C(=O)CC1 | 0.1 | 11% | 38 | 1% | -12 | -4% | 0% | 1 | -16%

(list continues)
SMILES | IL-2 act | GLP-1R inv ag | D3 antag | WRN inhibitor | PI5P4K alpha inh | GLP-1R agonist | PLK1 PBD inh | DRD3 agonist | HEK293 tox
N#CCc1c(C#N)c(N)nc(N2CCCC(O)C2)c1C#N (stereo not given) | -0.6 | 9% | 0 | 2% | -2 | 1% | -17% | 0 | 4%
O=C(NCc1ccc(F)cc1)C1Cc2ccccc2CN1C(=O)c1ccco1 (stereo not given) | 0.9 | -2% | -3 | 2% | -11 | -1% | -4% | -3 | -7%
CSCC[C@@H](C(=O)NCc1cccs1)N1Cc2ccccc2C1=O | -2.6 | -21% | 0 | 6% | -6 | 6% | -14% | -3 | 12%
Clc1cccc(CNCCCSc2ncccn2)c1 | -2.7 | 8% | -52* | 0% | -4 | -7% | 0% | -24 | -5%
O=C(Nc1cc(Cl)ccc1N1CCOCC1)c1cnccn1 | -2.2 | 11% | -17 | 11% | 9 | -4% | -7% | -5 | 6%
O=C(Nc1ccc(Cl)cc1F)c1ccc2c(c1)C(=O)N(Cc1ccncc1)C2=O | 2.2 | 7% | 9 | 6% | -1 | 4% | -15% | 6 | -2%
COc1cccc(C(=O)NCCSc2ccc(Br)cc2)c1 | -0.3 | ? | 11 | -2%[57.1 µM] | -3 | 11% | -10% | -2 | -6%
COc1ccc(NC(=O)CCCNC(=O)c2ccc(Cl)cc2)cc1S(=O)(=O)N1CCCCC1 | 0.8 | 7% | 0 | 7% | -7 | -2% | 2% | 5 | 2%
COc1ccc(N(CC(=O)O)S(=O)(=O)c2ccc(OC)c(OC)c2)cc1 | -1.2 | 4% | -8 | 7% | -2 | 0% | -4% | 1 | -4%
Cc1nn(CC(=O)NCc2cccs2)c(=O)c2nn(-c3ccccc3)c(C)c12 | 4.0 | -11% | 9 | -3% | 6 | 1% | -10% | 3 | 3%
COc1ccccc1[C@@H]1C(c2cccc(Cl)c2)=NN(c2ccccc2)[C@H]1C(=O)N1CCOC1=O | -0.4 | ? | 0 | 6% | 21 | -5% | 5% | 1 | 76%[activator]
Cc1cc(C)nc(NS(=O)(=O)c2ccc(-n3cccc3)cc2)n1 | -0.1 | 2% | -20 | ? | -9 | -10% | -30% | 2 | -23%
CC(=O)C1=C(Nc2ccc(C)cc2)CC(C)(O)C(C(C)=O)C1c1ccco1 (stereo not given) | -0.8 | -25% | 20 | 0% | 0 | -4% | -7% | 3 | -8%
COc1ccc(-c2nnc(NC(=O)CS(=O)(=O)c3ccc(Cl)cc3)o2)c(OC)c1 | -4.4 | -17% | 0 | 1% | -7 | 0% | 1% | 1 | -10%
COc1ccc(CC(=O)N2CCc3cc(OC)c(OC)cc3C2C)c(OC)c1 (stereo not given) | -0.2 | -14% | 0 | 0% | 1 | 17% | ? | 6 | 0%
Cc1ccc2c(c1)C(c1ccc(F)cc1)N(C(=O)c1cc3ccccc3oc1=O)CC(=O)N2 (stereo not given) | -3.1 | -16% | 8 | 2% | 5 | 5% | 2% | 4 | -3%
CC(C)CSCC1OC(n2cnc3c(N)nccc32)C(O)C1O (stereo not given) | -3.2 | -37% | -23 | 6% | 0 | 1% | -7% | -1 | 0%
O=C1CC(=O)N2N=C(c3ccc([N+](=O)[O-])cc3)SC2=N1 | -1.0 | 8% | 7 | ? | ? | -4% | -4% | -1 | -19%
Cc1ccc(C)c(NC(=O)CCC(=O)NN=C2CCCC2)c1 | -0.8 | 8% | -1 | 9% | -6 | -2% | -3% | 1 | 10%
NC(=O)c1c(NC(=O)C(=O)N2CCOCC2)sc2c1CCC2 | -0.8 | 6% | 4 | 6% | 1 | -1% | 0% | -1 | -14%
C[C@@H]1CN([C@H](C)CO)C(=O)c2cc(NC(=O)Nc3ccc(F)cc3)ccc2O[C@@H](C)CCCCO[C@H]1CN(C)S(=O)(=O)c1ccc(Cl)cc1 | -0.1 | ? | 0 | -4% | -7 | -1% | -15% | -6 | -18%
CC(=O)c1cccc(NC(=O)CSc2nnc(-c3ccncc3)o2)c1 | 1.1 | -6% | 14 | 4% | 0 | -8% | 4% | 1 | -16%
Cc1cc(C)cc(OCC(=O)Nc2ccccc2N2CCCCC2)c1 | 2.9 | 1% | 32 | -2% | -1 | -6% | -1% | 2 | 1%
CCOC(=O)N1CCN(c2ccc(S(=O)(=O)N(Cc3ccccc3)Cc3ccccc3)cn2)CC1 | -0.8 | ? | 17 | -7% | 12 | 0% | 1% | 3 | 0%
O=C(CSc1nnc(-c2ccncc2)n1Cc1ccco1)Nc1ccccc1F | 0.2 | 8% | -12 | 0% | -8 | 18% | -19% | 0 | 9%
Cc1c(NC(=S)NC(C)(C)C)c(=O)n(-c2ccccc2)n1C | 0.0 | 7% | 3 | -3% | 2 | 1% | 0% | -2 | -3%
O=C(NCc1ccccc1)c1cc(C2CCCCN2S(=O)(=O)c2cccc3cccnc23)on1 (stereo not given) | 0.3 | -18% | 27 | -4% | 7 | 2% | 3% | 0 | -2%
COc1ccccc1CC(=O)Nc1cc(C)on1 | -1.2 | 24% | 0 | 17% | 5 | 7% | -5% | -7 | 2%
S=C(Nc1ccccc1)N1CCN(C(=S)c2ccccc2)CC1 | -2.6 | -14% | ? | 0% | -7 | 9% | ? | -21 | 19%
O=S(=O)(Nc1ccc(O)c2ccccc12)c1ccc(OC(F)(F)F)cc1 | -1.4 | -4% | -14 | 56µM* | -15 | 6% | ? | 4 | ?
Cc1cc(NC(=O)c2ccco2)ncc1NC(=O)CCc1ccccc1 | -1.4 | 3% | 29 | 5% | 3 | -5% | -23% | -1 | -4%
COCCNC(=O)CCc1nnc2ccc(N3CCC(C)CC3)nn12 | -3.6 | 2% | 9 | 0% | -10 | -4% | -3% | -6 | 12%
FC(F)(F)c1ccc2c(c1)NCC1CCCN21 (stereo not given) | -0.4 | 0% | 19 | 2% | -23 | 6% | -4% | 4 | -4%
CCCCn1c(=S)[nH]c2cc(S(=O)(=O)N3CCCCC3)ccc21 | 0.0 | -16% | 15 | -9% | -6 | 19% | ? | -1 | -21%
CCN(CC)S(=O)(=O)c1cc(NC(=O)C(C)N(C)CC(=O)Nc2c(C)cccc2C)ccc1C (stereo not given) | -4.3 | ? | -11 | 5% | 4 | 2% | -14% | 1 | 10%
